RSV CPE inhibition – inhibition of RSV-induced cytopathic effect – HEp-2 cells, primary 10 µM value included (AID 2391); CPE inhibition, % at 10 µM, or IC50 in µM where a hit was titrated; actives 0.13% (n = 310,000); HEp-2 cells, RSV-induced CPE inhibition; higher % means a stronger effect; in the data active means a potency from the dose series; inconclusive means CPE inhibition mostly from about 23% at the one dose, without a potency; inactive means the rest, 99 in 100 with CPE inhibition below about 21%; further: strong numbers were not always called active
P. falciparum M1AAP – malaria alanyl aminopeptidase activity blockers – biochemical, fluorogenic H-Leu-NHMec substrate, 1536-well (AID 1445) | actives 0.42% (n = 220,000) | inhibition, % at 30 µM, or IC50 in µM where a hit was titrated | recombinant M1AAP, H-Leu-NHMec fluorogenic kinetic assay; higher % means a stronger effect;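 active means primary inhibition above the hit cutoff, then over 50% inhibition at one or more dose response concentrations, cut at about 23% in these data, passing the limit was not always enough; inconclusive means conflicting primary data, or primary hits not chosen for dose response; inactive means low primary inhibition, or under 50% at every dose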;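 further: plate controls were DMSO full reaction for no effect and no enzyme background for full effect; strong numbers were not always called active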
T cell HTS – modulates CD8 T cell binding to vesicles; AID 2052; 2C CD8+ T cell-vesicle binding, flow cytometry; stronger effect = lower value; actives 0.068% (n = 330,000); calls only at 7 µM;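 active means response, share of CD8 T cells binding vesicles, and their 90th percentile fluorescence all below set limits, cut at about 80% in these data, passing the limit was not always enough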
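Incubation: binding step 1.5 h, 37 °C, antibody labelling 20 min, ice; system: murine 2C transgenic CD8+ T lymphocytes; technique: cytometric PE anti-B7-1 and Alexa647 anti-CD8 signals after 1% paraformaldehyde fixation; also added: QL9-charged Drosophila Ld/ICAM-1/B7-1 vesicles; control set: naked versus QL9-loaded vesicles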
West Nile antiviral – inhibition of WNV-induced cytopathic effect – cell-based, CPE readout (AID 1621); actives 0.02% (n = 290,000); West Nile virus-infected cells, CPE inhibition; higher % means a stronger effect; CPE inhibition, % at 10 µM; hits with a dose series show IC50 in µM; in the data active means a potency from the dose series; inconclusive means CPE inhibition mostly from about 3.7% at the one dose, without a potency; inactive means the rest, 99 in 100 with CPE inhibition below about 2.2%; further: strong numbers were not always called active
UTI89 phage lysis – protection from phage-mediated lysis, alamar blue read-out – E. coli UTI89, K1F phage, bacterial capsule biogenesis inhibitors (AID 488966); E. coli UTI89 K1F phage lysis, alamar blue, 2 h; higher % means a stronger effect; inhibition, % at 100 µM; hits with a dose series show IC50 in µM; actives 0.02% (n = 340,000);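 active means phage lysis inhibition, versus mean bacterial control, above a set limit; inconclusive means no clear call, values can overlap the other calls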;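 further: capsule biogenesis inhibitors block K1F phage lysis so surviving cells raise fluorescence; higher fluorescence means more inhibition of phage lysis; actives were called in the ten point dose series up to 300 µM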
P. falciparum M17LAP – P. falciparum M17LAP inhibitors, primary screen, biochemical, fluorogenic H-Leu-NHMec substrate, 1536-well (AID 1619). recombinant M17LAP, H-Leu-NHMec fluorogenic kinetic assay; higher % means a stronger effect. actives 0.38% (n = 220,000). inhibition, % at 30 µM, or IC50 in µM where a hit was titrated;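 active means compound inhibiting the enzyme by more than half at any dose during confirmatory dose-response retesting; inconclusive means strong single-dose inhibitors picked by rank but not retested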;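 further: plate controls were full reaction with DMSO carrier for no effect and no enzyme background for full effect; strong numbers were not always called active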
PMI inhibition – MPI inhibition at elevated mannose 6-phosphate – biochemical, fluorescence intensity, high mannose 6-phosphate, primary screen (AID 1220); recombinant PMI enzyme, coupled fluorescence intensity; higher % means a stronger effect; one-dose inhibition, % at 20 µM; IC50 in µM for titrated hits; actives 0.66% (n = 190,000)
TNAP activation fold – human TNAP enzyme activators, primary screen, biochemical, luminescent, no phosphate acceptor, uHTS (AID 1001); purified TNAP, luminescent activation assay, no phosphate acceptor; higher activation fold means a stronger effect; activation fold at 20 µM; hits with a dose series show EC50 in µM; actives 0.03% (n = 200,000); in the data active means activation fold from about 3, or a potency from the dose series; inactive means the rest, 99 in 100 with activation fold below about 1.6; further: many of its hits are not listed in these tables
PMI inhibitors – inhibitors of human PMI, primary screen, biochemical, fluorescence intensity, coupled assay (AID 1209). inhibition, % at 20 µM; hits with a dose series show IC50 in µM. actives 0.42% (n = 190,000). purified PMI enzyme, coupled fluorescence intensity; higher % means a stronger effect;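 further: plate controls were DMSO vehicle for no effect and wells lacking substrate for full effect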
T cell HTS vesicle-bound % – second read-out of T cell HTS, no call of its own (marks repeat the call); double positive events, %; measured here: CD8+ vesicle-bound cell fraction;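 binding gate set so that unloaded-vesicle control wells show 10% double positive cells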
Numbers without * were called inactive; i = inactive; u = inconclusive; x = no result given; [ ] = another dose, or the depositor's remark. Unless noted, no stated cut-off is given here; in the data, active means inhibition above about 50%; inactive means the rest. An unsorted share of the library; any-hit rate near 1.5%.

structure	RSV CPE inhibition	P. falciparum M1AAP	T cell HTS	T cell HTS vesicle-bound %	West Nile antiviral	UTI89 phage lysis	P. falciparum M17LAP	PMI inhibition	TNAP activation fold	PMI inhibitors
Cc1cccc(C(=O)NC2CCN(CC(=O)Nc3ccccc3Cl)CC2)c1	0.0%	x	i	41	-0.5%	0.6%	x	x	x	x
COc1nc(-c2cccc([N+](=O)[O-])c2)nc2ccccc12	x	3%	i	27	-0.1%	x	-3%	x	x	x
O=C(Nc1ccccc1)C1=C(O)CC(c2ccco2)CC1=Nc1ccccc1 (stereo not drawn)	2.5%	6%	i	54	0.0%	0.2%	6%	12%	1	-5%
CCOP(=O)(OCC)C(NC(=O)c1ccc(OC)c(OC)c1)c1ccccc1 (stereo not drawn)	0.8%	4%	i	31	0.6%	-1.5%	-6%	-6%	1.1	-6%
COc1ccc(C(=O)C2CCCN(C(=O)c3cccc(Cl)c3F)C2)cc1OC (stereo not drawn)	20%	x	i	30	-0.7%	0.3%	x	x	x	x
COC(=O)Cn1c(=O)c(C(=O)CCl)c(N)n(Cc2ccccc2)c1=O	-0.5%	6%	i	28	2.4%	0.1%	1%	x	x	x
Cc1cc(C)c(C)c(OCC(=O)NCc2nc(-c3ccccc3)no2)c1	3.8%	-5%	i	35	-0.1%	0.2%	-2%	14%	1.1	14%
CCc1cc2c(=O)n(-c3ccccc3)c(SCC(=O)O)nc2s1	0.0%	x	i	67	1.2%	0.8%	x	x	x	x
CC(/C=N/NC(=O)c1cc(-c2ccccc2)nc2ccccc12)=C\c1ccco1	4.0%	15%	i	30	-0.5%	2.6%	9%	63%*	1.1	31%
CCn1c(Cc2ccccc2)nnc1SCC(=O)Nc1ccc(N)cc1	-1.2%	16%	i	12	0.2%	0.5%[50 µM]	6%	-1%	1	3%
CCc1ccc(NC(=O)C2CCCN2S(=O)(=O)c2ccc3c(c2)n(C)c(=O)c(=O)n3C)cc1 (stereo not drawn)	1.1%	7%	i	3	-0.3%	-0.9%[50 µM]	1%	x	x	x
COc1ccccc1NC(=O)N1CCN(c2ccccc2F)CC1	0.3%	4%	i	37	-0.4%	-0.3%	-2%	13%	1.1	14%
COc1ccc(N2C(=O)CC(N3CCN(c4ccccc4OC)CC3)C2=O)cc1 (stereo not drawn)	1.0%	x	i	6	-0.2%	-1.4%	x	x	x	x
CC(C)C(=O)NC(c1ccco1)c1c(O)ccc2ccccc12 (stereo not drawn)	0.5%	5%	i	9	-0.6%	3.2%	-12%	57%*	1.2	33%
O=C(NC(=O)c1c(F)cccc1F)Nc1ccccc1SC(F)F	1.6%	-2%	i	27	-0.7%	-1.2%	3%	x	x	x

Records above marked active in PMI inhibition:
| Molecule | RSV CPE inhibition | P. falciparum M1AAP | T cell HTS | T cell HTS vesicle-bound % | West Nile antiviral | P. falciparum M17LAP | PMI inhibition | TNAP activation fold | PMI inhibitors |
| --- | --- | --- | --- | --- | --- | --- | --- | --- | --- |
| CC(/C=N/NC(=O)c1cc(-c2ccccc2)nc2ccccc12)=C\c1ccco1 | 4.0% | 15% | i | 30 | -0.5% | 9% | 63%* | 1.1 | 31% |
| CC(C)C(=O)NC(c1ccco1)c1c(O)ccc2ccccc12 (stereo not drawn) | 0.5% | 5% | i | 9 | -0.6% | -12% | 57%* | 1.2 | 33% |

Next entries.
structure	RSV CPE inhibition	P. falciparum M1AAP	T cell HTS	T cell HTS vesicle-bound %	West Nile antiviral	UTI89 phage lysis	P. falciparum M17LAP	PMI inhibition	TNAP activation fold	PMI inhibitors
CC(C)Oc1ccc(C(=O)NC2CCN(Cc3ccccc3)CC2)cc1	2.1%	x	i	56	-1.0%	0.3%	x	x	x	x
CNC(=O)COc1ncnc2sccc12	x	11%	x	x	-0.1%	0.5%	15%	9%	1	11%
CCc1nnc(NC(=O)C2CCN(c3nc(C)cc(C)n3)CC2)s1	0.8%	5%	i	7	0.2%	0.3%	-7%	-20%	1.1	-29%
O=C(NC1CC1)c1c[nH]c2ccc(S(=O)(=O)Nc3cccc(C(F)(F)F)c3)cc2c1=O	3.1%	10%	i	50	1.3%	0.1%	-2%	2%	1.1	6%
O=C(NCCCO)/C(=C/c1ccco1)NC(=O)c1ccc(Br)o1	1.8%	4%	i	37	0.1%	0.2%	11%	-14%	1.1	-29%
Cc1ccc(-c2ccc(SCC(=O)NCC3CCCO3)nn2)cc1 (stereo not drawn)	1.9%	-2%	i	51	-0.7%	0.3%	-3%	-13%	1.1	-11%
COc1cc2c(cc1C=O)OC(C)C2 (stereo not drawn)	1.2%	6%	i	46	0.1%	0.1%	-19%	-4%	1.1	-6%
O=C(NCc1ccccn1)c1cnc2sccn2c1=O	0.5%	10%	i	64	0.0%	-0.1%	4%	0%	1.1	-3%
COc1ccc(Nc2nc(N3CCN(S(C)(=O)=O)CC3)nc3ccccc23)c(OC)c1	-0.1%	x	i	33	-2.2%	-0.2%	x	x	x	x
COc1ccc(/C=N/NC(=O)c2ccc3c(c2)OCCO3)cc1[N+](=O)[O-]	1.1%	-2%	i	25	-0.3%	1.1%[50 µM]	1%	-4%	1	4%
Cc1ccc(C(C(=O)NCc2ccco2)N(C(=O)CNC(=O)c2cccs2)c2c(C)cc(C)cc2C)cc1 (stereo not drawn)	2.1%	-1%	i	46	2.4%	0.1%	-7%	5%	0.9	9%
Cc1oc(CC(C)C)cc1C(=O)NCCCC(=O)O	2.0%	3%	i	14	0.1%	0.0%	13%	x	1.1	x
CN(C)CCOC(=O)Cc1ccc(Cl)cc1	0.1%	-2%	i	58	-0.1%	3.8%	-11%	0%	1.1	1%
Cn1cnnc1SCC(=O)NC(=O)NC1CCCC1	1.2%	0%	i	15	-0.6%	-0.8%	-8%	-8%	1	-15%
COc1ccc(C(=O)OCC(=O)NC(=O)NC2CCCC2)c(OC)c1	4.1%	-1%	i	20	-0.8%	0.2%	-4%	-6%	1.1	0%

Following part
Each structure is followed by: RSV CPE inhibition	P. falciparum M1AAP	T cell HTS	T cell HTS vesicle-bound %	West Nile antiviral	UTI89 phage lysis	P. falciparum M17LAP	PMI inhibition	TNAP activation fold	PMI inhibitors
- Cc1cccc(N2C(N)=C(C#N)C(C#N)(C#N)C2c2ccccc2)c1 (stereo not drawn)
  u	8%	i	49	0.0%	-0.3%	-8%	16%	1.1	16%
- COc1ccc(N(C(=O)/C=C/c2ccc(OC)c(OC)c2)C2=CC3CCC(C2)N3C)cc1 (stereo not drawn)
  -1.6%	7%	i	47	-0.8%	0.2%	48%	8%	1.1	-7%
- Cn1cc(C=C2C(=O)OC3(CCCCC3)OC2=O)c2ccccc21
  4.2%	-3%	i	27	-0.1%	-2.4%	3%	x	x	x
- Cc1cc(C(=O)CSc2nnnn2-c2ccccc2)c(C)n1-c1ccc2c(c1)OCO2
  1.8%	8%	i	10	-1.2%	2.7%[50 µM]	9%	39%	1.1	11%
- COc1cc(OC)c(OC)cc1/C=N/n1c(C)nc2ccccc2c1=O
  2.5%	x	i	53	-0.2%	1.2%	x	x	x	x
- CCc1nc(SCC(=O)Nc2ccc(N(C)C)cc2)c2ccccc2n1
  -1.2%	7%	i	12	0.5%	-0.1%	2%	x	x	x
- COc1cccc(CCC(=O)N(C)C2CCCN(Cc3ccccc3F)C2)c1 (stereo not drawn)
  1.1%	x	i	58	-0.9%	0.2%	x	x	x	x
- COc1cccc2sc(N(CCCN(C)C)C(=O)CCS(=O)(=O)c3ccccc3)nc12
  2.0%	x	i	3	-1.5%	1.8%	x	x	x	x
- COC(=O)c1cc(NC(=O)CC2Oc3ccccc3NC2=O)cc(C(=O)OC)c1 (stereo not drawn)
  -1.1%	x	i	30	-0.6%	0.4%	x	x	x	x
- O=C(CN1CCCCC1)NNC(=O)c1ccc([N+](=O)[O-])cc1
  1.7%	x	i	16	0.3%	-1.9%	x	x	x	x
- [N-]=[N+]=NC1c2ccccc2C(=O)N1Cc1ccccc1 (stereo not drawn)
  2.0%	x	i	19	-1.0%	0.0%	x	x	x	x
- C=CCn1cc(C(=O)OC)c(=O)c2cc(S(=O)(=O)N3CCCCCC3)ccc21
  2.3%	7%	i	10	0.2%	-0.2%	8%	-14%	1	-13%
- CCOC(=O)[C@H]1[C@H]2COc3cc(OC)ccc3[C@@H]2N2C(=O)N(c3cccc(Cl)c3)C(=O)[C@@]12C
  5.1%	x	i	21	-1.9%	0.3%	x	x	x	x
- C[C@H](NC(=O)OC(C)(C)C)c1nnc(SCC(=O)Nc2ccc(Br)cc2)o1
  1.3%	-1%	i	31	0.6%	0.0%	-12%	0%	1.3	-7%
- CCO[C@H]1OC(C(=O)NC2CC2)=C[C@@H](C)[C@@H]1CCCO
  1.3%	1%	i	54	0.2%	2.7%	-1%	-2%	1.1	2%
- O=C(O)c1cnc(-c2ccccc2)nc1Oc1ccc(Cl)cc1
  4.4%	5%	i	44	0.0%	-1.0%	-4%	-2%	1.1	-3%
- COc1ccc2c(c1)NC1(O)c3ccccc3C(=O)C21O (stereo not drawn)
  0.1%	4%	i	29	0.0%	0.0%	8%	8%	1.2	-1%

Assay outcomes from PubChem.
